Rv3671c inh – inhibitors of M. tuberculosis serine protease Rv3671c | inhibition, % at 5.96 µM | 320,000 tested, 0.048% active | P9WHR9; in the data active = inhibition above about 38%;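 also: extracellular domain of Rv3671c used as enzyme; 0% = enzyme with DMSO and 100% = no enzyme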
FadD28 FP inh – inhibitors of Mycobacterium tuberculosis FadD28 bisubstrate binding; FadD28 bisubstrate probe binding, fluorescence polarization; 360,000 tested, 0.22% active; inhibition, % at 12.5 µM; in the data active = inhibition above about 8.5%, passing the limit was not always enough
GDH-TPI counter – GDH-TPI coupled enzyme inhibition counter-screen; 360,000 tested, 1.2% active; GDH-TPI coupled enzyme counterscreen, NADH absorbance; inhibition, % at 4.8 µM;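 also: 0% = DMSO wells and 100% = wells lacking the enzyme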
DUSP3 inh – blocks human VHR1 dual specificity phosphatase. 290,000 tested, 0.52% active. P51452. recombinant VHR phosphatase, pNPP absorbance. inhibition, % at 13.3 µM. AID 1654; in the data active = inhibition above about 50%; also: some compounds called inactive have numbers as strong as hits
Target sequence (P51452 whole entry, looked up): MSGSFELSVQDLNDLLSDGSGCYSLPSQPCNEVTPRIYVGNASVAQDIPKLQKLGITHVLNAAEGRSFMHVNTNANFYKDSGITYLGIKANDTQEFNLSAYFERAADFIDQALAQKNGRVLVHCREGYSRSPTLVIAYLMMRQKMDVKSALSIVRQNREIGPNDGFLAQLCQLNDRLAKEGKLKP
MazEF act – increases E. coli MazEF RNase cleavage of RNA. FAM/BHQ RNA-DNA oligo cleavage fluorescence, 5 h. activation, % at 20 µM. 350,000 tested, 0.32% active. AID 504720; in the data active = activation above about 50%
Target sequence (P0AE70 whole entry, looked up): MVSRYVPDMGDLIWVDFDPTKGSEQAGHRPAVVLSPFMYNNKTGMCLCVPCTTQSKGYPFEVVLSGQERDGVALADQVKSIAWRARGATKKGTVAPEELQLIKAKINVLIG
BoNT F protease – BoNT F light chain protease inhibition; inhibition, % at 10 µM; Multiplex microsphere protease cleavage assay, flow cytometry; AID 588497; 360,000 tested, 0.22% active; in the data active = inhibition above about 35%, passing the limit was not always enough; also: plate controls were buffer without enzyme for full effect and enzyme alone for no effect
CCHF vOTU inh – blocks the CCHF virus ovarian tumor domain protease; CCHFV vOTU protease, Pep-AMC fluorescence; inhibition, % at 11.5 µM; 370,000 tested, 0.55% active; AID 651958; also: 0% = vehicle wells with enzyme and 100% = no enzyme wells
Mtb FBA inh – inhibitors of M. tuberculosis fructose-bisphosphate aldolase. purified M. tuberculosis FBA, fluorescence read-out. inhibition, % at 1 µM. 360,000 tested, 2.3% active; in the data active = inhibition above about 27%;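 also: 0% = vehicle and 100% = reference inhibitor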
Target sequence (P9WQA3 whole entry, looked up): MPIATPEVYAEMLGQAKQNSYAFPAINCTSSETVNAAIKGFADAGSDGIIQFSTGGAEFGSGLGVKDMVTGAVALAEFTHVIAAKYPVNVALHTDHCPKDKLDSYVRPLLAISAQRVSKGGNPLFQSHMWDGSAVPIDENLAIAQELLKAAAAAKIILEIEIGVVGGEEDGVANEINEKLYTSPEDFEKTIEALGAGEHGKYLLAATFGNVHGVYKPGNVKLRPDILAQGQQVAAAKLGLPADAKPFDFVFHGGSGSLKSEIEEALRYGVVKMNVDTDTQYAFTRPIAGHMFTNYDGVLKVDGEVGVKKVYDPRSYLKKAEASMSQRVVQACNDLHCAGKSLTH
BioA inh – inhibitors of Mycobacterium tuberculosis BioA enzyme; purified M. tuberculosis BioA enzyme, plate reader; inhibition, % at 9.99 µM; 360,000 tested, 0.096% active; AID 602481; in the data active = inhibition above about 40%
UGM FP inh – Mtb UDP-galactopyranose mutase inhibition; 320,000 tested, 0.06% active; inhibition, % at 10 µM; P9WIQ1; purified UGM, fluorescence polarization probe displacement; AID 504406; in the data active = inhibition above about 10%, passing the limit was not always enough
Target sequence (P9WIQ1 whole entry, looked up): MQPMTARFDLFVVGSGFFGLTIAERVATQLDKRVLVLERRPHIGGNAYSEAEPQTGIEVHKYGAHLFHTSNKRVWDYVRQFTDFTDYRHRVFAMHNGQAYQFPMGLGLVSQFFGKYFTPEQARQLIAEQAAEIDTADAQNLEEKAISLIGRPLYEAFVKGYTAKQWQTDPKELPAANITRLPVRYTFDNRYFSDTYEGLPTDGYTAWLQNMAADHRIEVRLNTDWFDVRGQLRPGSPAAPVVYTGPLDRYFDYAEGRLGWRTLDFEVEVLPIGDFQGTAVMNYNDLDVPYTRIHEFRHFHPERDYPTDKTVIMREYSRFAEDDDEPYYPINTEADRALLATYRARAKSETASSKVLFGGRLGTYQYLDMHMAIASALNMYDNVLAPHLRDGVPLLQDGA
Starred values were filed as active, the others as inactive; . = not tested or not shown. Rule as the data show it, unless noted: active = inhibition above about 30%; inactive = the rest.

1. Cc1c(N(CC(=O)O)S(=O)(=O)c2ccccc2)c(=O)n(-c2ccccc2)n1C
2. O=C(c1cc(-c2ccncc2)nc2ccc(Br)cc12)N1CCN(c2ccccn2)CC1
3. Cc1csc(NC(=O)CSc2nnc(-c3ccncc3)n2C)n1
4. COC(=O)COc1ccc(S(=O)(=O)Nc2ccc(C(N)=O)cc2)cc1
5. COc1ccccc1N1CCN(C(=O)c2ccc(S(=O)(=O)N3CCCCCC3)cc2)CC1
6. Cc1ccc(S(=O)(=O)Cn2nnnc2C(C(C)C)N2CCN(Cc3ccco3)CC2)cc1 (stereo not drawn)

Assay by compound	1	2	3	4	5	6
Rv3671c inh	-2	8	-9	-6	2	2
FadD28 FP inh	-3.3	-2.0	0.4	-3.3	-1.5	-0.4
GDH-TPI counter	-12	4	-6	3	0	3
DUSP3 inh	14	36	15	0	-1	12
MazEF act	7	9	0	0	-4	0
BoNT F protease	6	-20	0	3	1	-22
CCHF vOTU inh	7	20	-3	2	9	5
Mtb FBA inh	-2	1	-1	-1	4	-1
BioA inh	.	-1.2	-0.4	3.2	1.2	-1.5
UGM FP inh	-3.7	-2.8	4.5	-0.5	-0.6	1.2

7. CC(C)Cc1nnc(NC(=O)CCC(=O)N2CCN(c3ccccn3)CC2)s1
8. O=C1c2cc(S(=O)(=O)NCCO)ccc2-c2ccc(S(=O)(=O)NCCO)cc21
9. COc1ccc(CSc2nnc(C)s2)cc1F
10. CCC(=O)Nc1cccc(NC(=O)c2ccc(C)cc2Cl)c1
11. CC1CCN(CCC(=O)N/N=C/c2ccc([N+](=O)[O-])cc2)CC1
12. CC1(C(=O)NS(=O)(=O)c2ccc(Br)cc2)CCN1C(=O)CCc1ccccc1 (stereo not drawn)

Assay by compound	7	8	9	10	11	12
Rv3671c inh	-2	9	1	-1	12	.
FadD28 FP inh	-0.6	0.7	-1.1	-0.5	-3.9	1.5
GDH-TPI counter	12	-4	0	1	14	-7
DUSP3 inh	39	22	13	5	13	.
MazEF act	-5	5	-3	0	8	.
BoNT F protease	.	5	-13	-4	-3	0
CCHF vOTU inh	-8	-6	-6	-6	0	13
Mtb FBA inh	10	1	1	2	1	0
BioA inh	-1.6	.	2.9	.	-0.2	-0.9
UGM FP inh	-3.3	-0.3	-0.7	3.4	5.3	.

13. O=C(CSc1nnc(-c2ccccc2)n1Cc1ccccc1)N1CCCC1
14. Cc1ccccc1C(=O)Nc1c(C(=O)N2CCN(C)CC2)cnn1-c1ccccc1
15. O=C(Nc1cccc(-c2ccc3nncn3n2)c1)c1ccco1
16. COc1ccc(S(=O)(=O)N2CCC(C(=O)NCCC(=O)Nc3cccc(OC)c3)CC2)cc1
17. CCOc1ccccc1C1C(C#N)=C(N)Nc2onc(-c3ccccc3)c21 (stereo not drawn)
18. CCN1C[C@@H]2[C@@H]3C(=O)N(Cc4ccccc4)C(=O)[C@@H]3[C@](CC)(C1=O)N2C(=O)c1ccc(Cl)c(Cl)c1

Assay by compound	13	14	15	16	17	18
Rv3671c inh	-2	0	2	9	-14	.
FadD28 FP inh	-2.3	0.9	-4.2	-2.0	-8.3	-0.9
GDH-TPI counter	-2	3	10	-6	-3	7
DUSP3 inh	28	14	-16	2	15	.
MazEF act	0	2	0	1	-1	-6
BoNT F protease	-7	4	-3	2	-4	-2
CCHF vOTU inh	-5	3	-4	-4	-12	.
Mtb FBA inh	0	2	-1	0	1	1
BioA inh	0.2	-0.4	-1.3	-1.2	-0.2	1.5
UGM FP inh	-1.4	-1.1	1.1	-1.3	3.6	.

19. O=C1COc2ccc(S(=O)(=O)NCc3ccc(Cl)cc3)cc2N1
20. Cc1ccc(OCCNC(=O)C2CCCCC2)cc1
21. Cc1ccccc1NC(=O)c1cccc(N2C(=O)C3C4CCC(C4)C3C2=O)c1 (stereo not drawn)
22. Cc1ccc(OCC(=O)Nc2nnc(S(=O)(=O)N3CCCCCC3)s2)cc1
23. Cc1ccc(C)c(N(CC(=O)NCCc2ccccc2)C(=O)CCC(=O)Nc2ccccn2)c1
24. O=S(=O)(c1ccccc1)N(CC1CO1)c1cccc2ccccc12 (stereo not drawn)

Assay by compound	19	20	21	22	23	24
Rv3671c inh	8	-13	2	3	-3	9
FadD28 FP inh	-6.1	-2.8	-0.1	-3.0	-2.9	-7.4
GDH-TPI counter	-11	-4	11	-1	11	-8
DUSP3 inh	27	22	27	13	11	20
MazEF act	14	8	-12	3	-7	2
BoNT F protease	-1	3	-5	-5	9	-1
CCHF vOTU inh	3	5	0	3	-8	-1
Mtb FBA inh	-3	-2	-2	-2	-2	1
BioA inh	0.4	.	-6.6	0.0	0.5	.
UGM FP inh	-0.4	-0.2	-0.2	-0.1	-2.3	-1.8

25. O=C(O)CCNC(=O)/C(=C/c1ccco1)NC(=O)c1ccco1
26. CN(C)C(=O)CSc1nc(-c2ccccc2)c(-c2ccccc2)o1
27. CCN(CC)S(=O)(=O)c1ccc(C)c(NC(=O)/C=C/c2cccs2)c1
28. O=c1[nH]c2cc(Cl)ccc2c(O)c1-c1cccc(Oc2ccccc2)c1
29. COc1ccc(CCNC(=O)c2nnc(Cc3ccc(Cl)cc3)o2)cc1OC
30. CCc1nn(C(C)C(=O)Nc2cccc(C)c2C)c(=O)c2cc3occc3n12 (stereo not drawn)

Assay by compound	25	26	27	28	29	30
Rv3671c inh	1	4	-33	-4	0	4
FadD28 FP inh	-2.7	-6.1	-3.6	0.5	-1.1	-2.4
GDH-TPI counter	12	12	25	18	18	-5
DUSP3 inh	-8	51*	-4	.	13	-4
MazEF act	-2	-6	-3	-10	4	2
BoNT F protease	0	-14	-2	1	1	-2
CCHF vOTU inh	10	10	15	5	4	4
Mtb FBA inh	-1	2	-2	20	4	-2
BioA inh	-0.9	2.1	0.8	-1.0	-1.7	1.7
UGM FP inh	2.0	-1.3	0.4	-0.8	2.1	-0.5

31. COc1ccc(CCNS(=O)(=O)c2ccc(Cl)s2)cc1OC
32. O=C1c2ccccc2S(=O)(=O)N1CC(O)COc1ccc(Cl)cc1 (stereo not drawn)
33. O=C(NCCCN1CCc2ccccc2C1)C1CCN(c2nnc(-n3cccc3)s2)CC1
34. CN(Cc1ccn[nH]1)C(=O)C1CCC(=O)N(Cc2cccc(C(F)(F)F)c2)C1 (stereo not drawn)
35. COc1cccc(N(CC(=O)Nc2cccc(N(C)S(C)(=O)=O)c2)S(C)(=O)=O)c1
36. O=C(CN1CCN(CCN2C(=O)c3cccc4cccc(c34)C2=O)CC1)c1ccc(F)cc1

Assay by compound	31	32	33	34	35	36
Rv3671c inh	-1	-5	4	12	0	-3
FadD28 FP inh	0.3	-1.5	-1.0	0.5	-1.7	-1.9
GDH-TPI counter	10	7	5	-2	4	15
DUSP3 inh	12	18	-23	23	-4	13
MazEF act	2	-7	6	1	1	13
BoNT F protease	-22	0	-16	4	-4	1
CCHF vOTU inh	5	4	-5	7	-12	5
Mtb FBA inh	9	1	-1	5	-3	3
BioA inh	-2.1	-0.8	0.0	-4.0	-0.5	.
UGM FP inh	0.9	1.1	-0.5	0.3	-1.0	1.9

37. c1ccc(C2CC3CC(c4ccccc4)N2O3)cc1 (stereo not drawn)
38. Cc1cc(NC(=O)C(C)SCC(=O)N(C)Cc2ccccc2F)no1 (stereo not drawn)
39. CC(C)(C)c1ccc(OCCCC(=O)NC2=NCCS2)cc1
40. CC(Sc1ccc2c(c1)OCCO2)C(=O)Nc1ncc(Cl)cc1Cl (stereo not drawn)
41. COC(=O)C1=C(c2cc3ccccc3s2)C[C@@H]2CC[C@H]1N2C(=O)NCc1cccc2ccccc12
42. O=S(=O)(c1cccc(F)c1)N1CCN(Cc2cc3c(cc2Br)OCCO3)CC1

Assay by compound	37	38	39	40	41	42
Rv3671c inh	-2	-2	2	-1	-39	-14
FadD28 FP inh	1.0	-2.4	-0.8	-1.0	-1.9	-1.2
GDH-TPI counter	-6	4	5	-8	11	6
DUSP3 inh	.	.	39	19	.	.
MazEF act	13	2	5	-4	-8	-10
BoNT F protease	-13	0	-2	-12	-3	0
CCHF vOTU inh	-6	10	17	-7	-4	8
Mtb FBA inh	-1	2	-3	2	-2	-2
BioA inh	0.1	4.5	-1.0	-1.0	-1.2	-1.4
UGM FP inh	1.3	-3.6	-1.1	0.9	0.6	-1.5

43. COc1cccc(NC(=O)COC(=O)c2ccc(S(=O)(=O)NCc3ccco3)cc2)c1
44. COc1ccc(OC)c(NC(=O)CCN2CCCCC2)c1
45. CO/N=C/c1cccn1-c1nccc(N(C)C)c1C#N
46. COc1ccc(-c2csc(C(C)(O)c3ccc(F)c(F)c3)n2)cc1 (stereo not drawn)
47. CC1CN(CCc2ccccc2)CC(C)O1 (stereo not drawn)
48. COc1ccc(-c2nnc(SCC(=O)c3ccc(O)cc3O)o2)cc1

Assay by compound	43	44	45	46	47	48
Rv3671c inh	-4	-9	-2	.	7	-19
FadD28 FP inh	0.3	-3.0	-3.6	-0.8	-1.6	0.8
GDH-TPI counter	6	0	1	10	10	30
DUSP3 inh	-28	10	26	.	-6	-16
MazEF act	4	5	-6	.	9	-1
BoNT F protease	-9	-9	-5	-4	18	-4
CCHF vOTU inh	0	-11	-4	6	-1	-1
Mtb FBA inh	1	3	5	-4	2	0
BioA inh	-1.1	-1.2	.	1.3	.	.
UGM FP inh	1.1	1.9	2.3	.	-0.1	-4.8

49. Cc1nn(C(C)C(=O)NCc2ccco2)c(C)c1[N+](=O)[O-] (stereo not drawn)
50. CCCCNC(=O)OC1CCS(=O)(=O)C1 (stereo not drawn)
51. N#CC[n+]1cc(-c2ccc(Cl)cc2)n2c1CCC2
52. CCc1ccc(C2CC(c3ccccc3C)n3nc(N)nc3N2)cc1 (stereo not drawn)
53. CCN(CC)S(=O)(=O)c1cc(C(=O)OCC(=O)Nc2cccc(S(=O)(=O)N(C)C)c2)ccc1F
54. CCOc1cccc(C2C(C(=O)c3ccc(C)o3)=C(O)C(=O)N2c2nnc(C)s2)c1 (stereo not drawn)

Assay by compound	49	50	51	52	53	54
Rv3671c inh	5	4	0	3	-13	.
FadD28 FP inh	-3.2	-2.2	-2.3	-3.1	-2.5	-0.1
GDH-TPI counter	-3	7	4	-3	5	-2
DUSP3 inh	19	8	13	16	12	.
MazEF act	7	7	-4	9	3	2
BoNT F protease	-6	-4	-7	-4	1	-18
CCHF vOTU inh	3	2	-9	4	-11	-2
Mtb FBA inh	4	3	1	-2	0	3
BioA inh	.	-0.7	2.4	-0.4	.	0.2
UGM FP inh	-3.2	-0.4	0.8	-3.3	1.3	.

55. Cc1cccc(NS(=O)(=O)c2cccc(C(=O)NCCCN3CCOCC3)c2)c1
56. CN(Cc1ccccc1)C(=O)COc1cccnc1[N+](=O)[O-]
57. COc1cc(-c2nc3ccccn3c2/N=C/c2ccccc2)ccc1O
58. COCCn1c(SCC(=O)N2CCCC2=O)nc2sc(C)c(C)c2c1=O

Assay by compound	55	56	57	58
Rv3671c inh	14	-1	-4	0
FadD28 FP inh	-1.2	-2.6	-2.0	-5.5
GDH-TPI counter	4	6	5	-3
DUSP3 inh	.	5	-12	.
MazEF act	11	1	-6	2
BoNT F protease	-6	-5	-3	-2
CCHF vOTU inh	3	-3	-32	4
Mtb FBA inh	1	4	-1	-1
BioA inh	.	-0.3	0.0	1.5
UGM FP inh	1.2	1.9	-0.4	-4.5

In the list so far, these have an aryl thioether with sulfur outside any ring:
3. Cc1csc(NC(=O)CSc2nnc(-c3ccncc3)n2C)n1
9. COc1ccc(CSc2nnc(C)s2)cc1F
13. O=C(CSc1nnc(-c2ccccc2)n1Cc1ccccc1)N1CCCC1
26. CN(C)C(=O)CSc1nc(-c2ccccc2)c(-c2ccccc2)o1
40. CC(Sc1ccc2c(c1)OCCO2)C(=O)Nc1ncc(Cl)cc1Cl (stereo not drawn)
48. COc1ccc(-c2nnc(SCC(=O)c3ccc(O)cc3O)o2)cc1
58. COCCn1c(SCC(=O)N2CCCC2=O)nc2sc(C)c(C)c2c1=O

Assay by compound	3	9	13	26	40	48	58
Rv3671c inh	-9	1	-2	4	-1	-19	0
FadD28 FP inh	0.4	-1.1	-2.3	-6.1	-1.0	0.8	-5.5
GDH-TPI counter	-6	0	-2	12	-8	30	-3
DUSP3 inh	15	13	28	51*	19	-16	.
MazEF act	0	-3	0	-6	-4	-1	2
BoNT F protease	0	-13	-7	-14	-12	-4	-2
CCHF vOTU inh	-3	-6	-5	10	-7	-1	4
Mtb FBA inh	-1	1	0	2	2	0	-1
BioA inh	-0.4	2.9	0.2	2.1	-1.0	.	1.5
UGM FP inh	4.5	-0.7	-1.4	-1.3	0.9	-4.8	-4.5
